High-throughput results as filed in PubChem BioAssay.
Tn7 DDE FP – disrupts Tn7 cyclic peptide binding to fibrin D-Dimer-E complex; P02675; FP displacement of FITC-Tn7 peptide from fibrin DD(E); 0% = median of compound wells per plate; inhibition, % at 8.3 µM; hit rate 0.13% among 370,000; AID 720508;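 active means inhibition above the mean of compounds falling within the control limits plus 3 SD of them, cut at about 14% in these data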;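 further: 0% = plate median of compound wells and 100% = 10 µM Aha-Tn7 peptide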
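Assay system: human fibrin DD(E) protein / Input: 2 µM fibrin DD(E) / Benchmarks: high control of 10 µM Aha-Tn7 peptide / Measured by: fluorescence polarization of the labelled Tn7 tracer / Medium: Tris buffer with calcium and detergent, pH 7.8 / Timing: 10 min compound pre-incubation, 3 h probe incubation at room temperature / Repeats: one replicate per compound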
PLCg1 inh – inhibitors of human phospholipase C gamma1; purified PLC-gamma1, fluorogenic substrate, fluorescence; inhibition, % at 12.2 µM; hit rate 0.84% among 370,000; in the data active means inhibition above about 9.5%
Target sequence (P19174 whole entry, looked up): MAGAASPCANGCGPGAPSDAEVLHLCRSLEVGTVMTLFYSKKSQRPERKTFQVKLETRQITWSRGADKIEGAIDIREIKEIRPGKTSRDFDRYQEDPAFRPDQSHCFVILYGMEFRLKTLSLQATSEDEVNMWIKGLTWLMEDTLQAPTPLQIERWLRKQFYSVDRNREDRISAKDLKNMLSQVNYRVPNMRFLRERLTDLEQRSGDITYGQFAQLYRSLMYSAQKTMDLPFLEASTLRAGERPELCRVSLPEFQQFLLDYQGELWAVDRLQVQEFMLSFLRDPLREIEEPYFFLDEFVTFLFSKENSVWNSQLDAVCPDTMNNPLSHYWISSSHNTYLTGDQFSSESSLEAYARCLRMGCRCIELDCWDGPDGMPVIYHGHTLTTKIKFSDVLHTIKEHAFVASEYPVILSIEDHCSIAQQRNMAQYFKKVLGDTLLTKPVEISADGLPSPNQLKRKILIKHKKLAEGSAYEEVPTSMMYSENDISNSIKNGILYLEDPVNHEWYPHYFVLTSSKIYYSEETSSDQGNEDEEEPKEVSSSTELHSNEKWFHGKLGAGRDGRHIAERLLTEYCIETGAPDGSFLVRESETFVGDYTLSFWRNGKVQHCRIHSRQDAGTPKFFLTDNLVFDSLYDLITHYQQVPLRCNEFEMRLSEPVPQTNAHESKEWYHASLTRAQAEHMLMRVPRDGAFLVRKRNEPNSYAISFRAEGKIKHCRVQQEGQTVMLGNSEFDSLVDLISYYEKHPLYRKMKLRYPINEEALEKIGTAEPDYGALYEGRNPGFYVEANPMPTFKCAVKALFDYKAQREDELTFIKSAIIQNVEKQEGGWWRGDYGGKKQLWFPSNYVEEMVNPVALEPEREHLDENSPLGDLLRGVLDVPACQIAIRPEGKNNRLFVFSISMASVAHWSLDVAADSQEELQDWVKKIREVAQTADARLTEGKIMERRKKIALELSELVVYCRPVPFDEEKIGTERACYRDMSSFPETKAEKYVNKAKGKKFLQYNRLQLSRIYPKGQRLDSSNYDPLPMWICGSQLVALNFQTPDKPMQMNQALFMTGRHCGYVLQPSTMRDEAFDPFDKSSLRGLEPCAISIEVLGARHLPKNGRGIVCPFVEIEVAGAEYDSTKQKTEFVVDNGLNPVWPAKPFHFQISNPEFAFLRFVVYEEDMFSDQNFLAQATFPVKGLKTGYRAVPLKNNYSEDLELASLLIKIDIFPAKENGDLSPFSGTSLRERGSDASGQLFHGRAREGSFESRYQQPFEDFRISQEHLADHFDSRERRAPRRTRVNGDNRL
SIAE inh – inhibitors of human sialic acid acetylesterase SIAE | Q9HAT2 | SIAE FP-Rh probe binding, fluorescence polarization | inhibition, % at 9.66 µM | hit rate 0.69% among 370,000 | AID 1053197;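 active means inhibition above a cutoff: mean of compounds within the control limits plus 3 SD of those, cut at about 17% in these data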;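 further: 0% = plate median of compound wells and 100% = probe without SIAE protein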
ADAM17 inh – ADAM17 inhibition, QFRET primary screen; P78536; inhibition, % at 6.95 µM; recombinant ADAM17, EDANS/DABCYL FRET peptide cleavage; hit rate 0.83% among 370,000; AID 720648;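 active means inhibition above the mean of compounds lying between control limits plus 3 SD, set per campaign, cut at about 8.5% in these data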;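 further: 0% = DMSO-only wells as the low control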
ARFGAP1 inh – rat ARFGAP1 inhibition. Arfgap1-stimulated ARF1 GTP hydrolysis, GDP FP detection. AID 651572. inhibition, % at 16.5 µM. Q62848. hit rate 0.26% among 360,000;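 active means inhibition above a per-plate limit, mean inhibition of low control wells plus 3 SD, cut at about 25% in these data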;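 further: 0% = DMSO wells with enzyme and 100% = wells lacking Arfgap1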
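Replicates: Single well per compound | Assay system: Truncated rat Arfgap1 GAP domain | Control set: No-Arfgap1 wells (100%) versus DMSO full-reaction wells (0%) | Times: Enzyme reaction 120 min at 25 °C after 20 min preincubation | Reagent: Human ARF1(Δ1-17)-GTP substrate | Measured by: Tracer-displacement fluorescence polarization with EDTA stop, 620/688 nm | Measure: Percent inhibition of Arfgap1-stimulated GTP hydrolysis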
ADAM10 inh – inhibits human ADAM10. hit rate 0.62% among 370,000. recombinant ADAM10, EDANS/DABCYL FRET peptide cleavage, 3 h. inhibition, % at 7 µM. O14672. AID 720582;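 active means inhibition above a per-campaign cutoff equal to the mean of compounds falling between control-based bounds plus 3 SD, cut at about 20% in these data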;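 further: 0% = DMSO wells while the 100% control is not disclosed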
Tn6 DDE FP – DD(E)-Tn6 binding inhibition, primary FP screen. P02675. Fibrin DD(E) TRITC-Tn6 fluorescence polarization displacement. inhibition, % at 8.3 µM. hit rate 0.21% among 370,000;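 active means inhibition above a per-campaign cutoff: mean of compounds within control limits plus 3 SD, cut at about 15% in these data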;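 further: 0% = median of all compound wells on the plate and 100% = blocking peptide control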
ASAP1 inh – ASAP1 ArfGAP inhibition | Q9ULH1 | ASAP1-stimulated ARF1 GTP hydrolysis, GDP FP detection | inhibition, % at 16.5 µM | hit rate 0.19% among 360,000; in the data active means inhibition above about 25%;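 further: 0% = vehicle with enzyme and substrate and 100% = no enzyme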
PLCb3 inh – blocks human PLC-beta3 enzyme activity. Purified PLC-beta3, fluorogenic substrate, fluorescence. hit rate 0.18% among 370,000. inhibition, % at 12.2 µM. Q01970. AID 720704; in the data active means inhibition above about 11%;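 further: 0% = median of compound wells on plate and 100% = full blocker control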
TDP2 inh – TDP2 (human) inhibition, absorbance primary screen. recombinant TDP2, T5PNP hydrolysis, p-nitrophenol absorbance 415 nm. O95551. inhibition, % at 12.8 µM. hit rate 0.34% among 370,000. AID 720702;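 active means inhibition above the mean of all tested compounds plus 3 SD, set per campaign, cut at about 25% in these data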;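 further: 0% = DMSO with enzyme and 100% = buffer with substrate but no TDP2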
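Test system: human TDP2 enzyme; Input: 120 nM TDP2 per well; Buffer or medium: Mg2+-containing Tris-HCl buffer, pH 7.5; Reagent: 5 mM T5PNP; Dosing: 12.8 µM single point, 1% DMSO; Incubation: reaction 2 h, 37 °C; Detection: p-Nitrophenol epi absorbance; Read-out: % inhibition relative to enzyme-containing and enzyme-free wells; Replicates: single well per compound.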
Numbers without * were called inactive; i = inactive; nt = no result given.

SMILES	Tn7 DDE FP	PLCg1 inh	SIAE inh	ADAM17 inh	ARFGAP1 inh	ADAM10 inh	Tn6 DDE FP	ASAP1 inh	PLCb3 inh	TDP2 inh
CC(C)S(=O)(=O)c1csc(NC(=O)Nc2ccc(Cl)cc2)c1Cl	-4.4	2.8	-60.4	8.4	0.2	0.3	-36.6	8.4	-2.2	-11.8
O=C(NCc1ccc(N2CCCC2=O)cc1)Nc1cccc(Cl)c1	-1.7	2.5	-0.6	0.9	14.4	5.5	1.8	0.5	3.9	0.0
CC(Sc1nnc(Cc2ccccc2)o1)C(=O)NC1(C#N)CCCCC1 (stereo not drawn)	0.6	0.8	4.4	-2.6	-4.4	-6.4	-5.8	4.8	-7.5	-1.9
Cc1ccc(S(=O)(=O)N(Cc2nccn2C)C(C)C)cc1	0.1	1.9	-1.6	-2.5	8.1	-6.8	-1.5	-8.8	-1.8	2.3
CCCn1c(=O)c2ccccc2n2c(SCC(N)=O)nnc12	6.4	-4.5	-1.2	-4.6	0.2	-3.9	-0.8	5.5	-14.9	-1.9
Cn1c(=O)c2c(nc(CN3CCC(C(N)=O)CC3)n2Cc2ccccc2F)n(C)c1=O	-2.5	0.1	3.9	-4.0	-10.6	6.0	-11.8	4.4	0.9	9.2
COC(=O)c1cccc(CN2C(=O)C(C)Oc3ccc(C)cc32)c1 (stereo not drawn)	10.5	0.3	-1.0	-3.3	3.0	-3.1	3.9	8.1	-1.2	0.6
CSc1ccc(N/N=C(/C#N)S(=O)(=O)C(C)(C)C)cc1	2.8	3.4	3.2	1.6	-2.8	9.2	1.3	-5.2	4.6	-3.2
COc1ccccc1C(=O)NC(=O)COC(=O)CCNS(=O)(=O)c1ccccc1	-7.6	-3.2	7.1	2.3	0.4	-4.1	-2.4	14.0	-1.1	1.8
c1cc2c(cc1C1=NNC(=NC3CC3)SC1)OCCO2	-2.6	-0.6	0.3	-5.4	7.8	-23.2	1.9	2.2	-7.6	12.5
COc1ccccc1-c1noc(-c2ccccc2C(=O)NCc2ccco2)n1	0.0	0.6	-4.5	-3.0	-13.4	-3.1	-1.5	-0.3	-4.4	-2.0
CCc1c(C)nc2ncnn2c1N1CCC(C(=O)NCc2ccc3c(c2)OCO3)CC1	-5.8	1.8	1.5	0.7	11.4	1.7	7.2	1.0	-0.6	2.9
CC(=O)C1=C(O)CC(c2ccccc2)CC1=NCCc1c(C)[nH]c2ccc(C)cc12 (stereo not drawn)	2.5	-3.2	11.0	-0.1	10.7	-6.0	0.3	1.8	0.3	-1.4
CCOC(=O)C1C(=O)NC(c2ccccc2)=NC1c1ccc(Cl)cc1 (stereo not drawn)	-3.2	8.6	6.8	1.1	-0.4	0.6	-3.0	-4.3	2.5	1.8
Cn1nnc2cc(NC(=O)Nc3ccccc3F)ccc21	0.5	-23.8	8.9	-20.4	-1.2	-58.9	-4.0	-15.7	-39.5	7.2
CCS(=O)(=O)N1CCC2(CC1)OCCN2S(=O)(=O)c1ccc(OC)cc1	4.8	-3.2	-0.4	-1.6	-3.4	-10.1	1.3	11.1	-7.6	1.9
CC(=O)c1cccc(NC(=O)c2ccc(-c3ccccc3[N+](=O)[O-])o2)c1	4.4	1.9	-11.3	-1.0	8.6	5.1	4.4	9.9	0.7	7.2
O=C(Nc1nnc(-c2ccccc2)s1)c1cc(S(=O)(=O)N2CCOCC2)c(Cl)cc1Cl	-4.7	3.7	-6.6	2.2	12.9	8.3	-1.4	10.8	-2.9	-5.6
CCOc1ccc(-c2c(C(=O)N/N=C/c3cccnc3)nnn2-c2nonc2N)cc1	6.5	-2.3	-4.7	-9.3	17.2	-10.4	-2.0	4.9	-17.5	8.7
Cc1c(C(=O)NC2CCN(Cc3ccccc3)C2)oc2c(Cl)cccc12 (stereo not drawn)	0.9	-2.3	-1.6	-0.5	-1.8	2.2	-6.2	0.9	-2.3	4.1
NS(=O)(=O)c1ccc(NC(=O)C2C3C=CC(C3)C2C(=O)O)cc1 (stereo not drawn)	-0.8	2.8	-0.9	2.1	0.0	11.4	2.0	1.1	2.7	-8.7
COc1ccc(CN2CCN(C(=O)c3ccc(S(=O)(=O)N4CCCCCC4)cc3)CC2)cc1	-2.5	1.4	-0.5	1.0	7.6	3.2	-5.6	-2.6	2.5	9.3
COc1ccc(-c2csc(NC(=O)CSC(C)C(=O)Nc3cc(C)on3)n2)cc1OC (stereo not drawn)	-0.4	-4.6	-12.3	-0.1	5.1	-4.8	0.6	-0.9	-3.0	0.7
Cc1ccc(CN(C)C(=O)c2c(C)nn(-c3ccccc3)c2C)cc1	5.2	1.7	1.1	0.2	11.6	3.9	-4.4	0.6	-3.7	-4.8
O=C(NCc1ccccc1)c1ccc2c(c1)C(=O)N(CC1CCCO1)C2=O (stereo not drawn)	-0.6	3.5	-2.3	-4.8	8.5	-15.9	-0.2	-3.7	0.1	-6.5

An excerpt from above in order of their number in SIAE inh, smallest number first.
SMILES	Tn7 DDE FP	PLCg1 inh	SIAE inh	ADAM17 inh	ARFGAP1 inh	ADAM10 inh	Tn6 DDE FP	ASAP1 inh	PLCb3 inh	TDP2 inh
Cc1c(C(=O)NC2CCN(Cc3ccccc3)C2)oc2c(Cl)cccc12 (stereo not drawn)	0.9	-2.3	-1.6	-0.5	-1.8	2.2	-6.2	0.9	-2.3	4.1
NS(=O)(=O)c1ccc(NC(=O)C2C3C=CC(C3)C2C(=O)O)cc1 (stereo not drawn)	-0.8	2.8	-0.9	2.1	0.0	11.4	2.0	1.1	2.7	-8.7
CCOC(=O)C1C(=O)NC(c2ccccc2)=NC1c1ccc(Cl)cc1 (stereo not drawn)	-3.2	8.6	6.8	1.1	-0.4	0.6	-3.0	-4.3	2.5	1.8
Cn1nnc2cc(NC(=O)Nc3ccccc3F)ccc21	0.5	-23.8	8.9	-20.4	-1.2	-58.9	-4.0	-15.7	-39.5	7.2

Remaining list, next part
SMILES	Tn7 DDE FP	PLCg1 inh	SIAE inh	ADAM17 inh	ARFGAP1 inh	ADAM10 inh	Tn6 DDE FP	ASAP1 inh	PLCb3 inh	TDP2 inh
CCOC(=O)c1ccc(NC(=O)c2ncn3c2C(=O)N[C@H](C)C3)cc1	2.8	2.2	-6.4	3.3	10.6	-13.0	-0.5	16.5	1.5	-6.1
C#CCOCCOCCOCCNc1nc(N2CCN(C(=O)[C@H](CCCCN)n3cc(CN)nn3)CC2)nc(N2CCN(C(=O)[C@H](CCCCN)n3cc(CN)nn3)CC2)n1	2.0	1.5	1.7	-2.4	-2.8	5.3	5.4	-0.4	5.1	2.4
Cc1ccnc(NC(=O)c2ccccc2[N+](=O)[O-])c1	10.9	2.8	2.8	-4.0	-2.4	8.5	7.8	1.0	1.6	-3.6
C=CCn1cc(/C=N\NC(=O)c2cc3c(ccc4ccccc43)o2)c2ccccc21	-8.2	-52.6	-16.2	-8.9	-3.7	-30.9	-0.1	-0.7	-70.1	-11.2
C=CCNc1nc(-c2ccccn2)nnc1-c1ccccc1	-1.6	-0.4	2.3	-4.5	12.3	5.7	2.5	10.0	0.8	1.9
CSc1ccc(/C=N/N2CCN(c3ccccc3)CC2)cc1	-2.6	-0.9	9.8	-3.3	-0.8	-0.6	7.3	3.7	-1.0	1.9
Cc1cc(/C=N/NC(N)=S)c(O)c(/C=N/NC(N)=S)c1	43.2*	i	12.7	-9.2	8.7	-28.7	4.8	4.8	i	-1.4
COc1ccc(Cn2c(C)cc(O)cc2=O)cc1	-2.2	2.7	0.4	0.4	-3.3	-2.8	-0.8	-1.0	5.2	1.6
CCN(CC)S(=O)(=O)c1ccc(Br)c(OC)c1	4.2	-4.0	1.5	-4.4	1.7	-3.2	-1.0	-8.3	1.8	-4.6
Cc1cc(NC(=O)CCC(=O)N(CC(=O)NCC2CCCO2)c2ccccc2C)no1 (stereo not drawn)	-4.4	-0.5	-5.0	-6.4	-4.6	-8.9	6.5	8.9	2.0	-5.6
Cc1cc(NC(=O)CCCn2nc([N+](=O)[O-])cc2C)no1	2.5	1.4	-0.2	-3.0	-3.3	10.9	-0.3	0.2	-3.3	-3.1
c1ccc(-c2nc(NCC3CCCO3)c3oc4ccccc4c3n2)cc1 (stereo not drawn)	2.7	-1.0	-22.4	-1.8	5.8	7.3	5.2	7.6	-2.0	10.5
COCCN(Cc1nc2ccccc2c(=O)[nH]1)C(=O)COc1ccccc1-c1ccccc1	-4.8	0.3	-0.4	0.4	-1.6	9.1	2.4	5.2	-11.5	-7.9
COc1cccc(CNC(=O)C2CCC(CNc3nc(=S)[nH]c4ccccc34)CC2)c1 (stereo not drawn)	12.8	0.3	-6.6	-5.8	-3.9	-0.9	-6.7	-11.0	-2.9	0.0
N#Cc1c(-c2ccccc2)cc(C2CC2)nc1N	-4.9	-120.7	4.6	-98.5	-1.2	-398.6	-0.4	-0.7	-153.1	3.9
O=C(Nc1cc(S(=O)(=O)N2CCOCC2)ccc1N1CCOCC1)c1ccc([N+](=O)[O-])s1	-5.1	4.9	0.2	-3.8	-23.1	-4.6	2.9	10.8	-5.1	4.8
CC(=O)CCc1c(C)[nH]c2ccccc2c1=O	-5.8	3.0	2.3	-0.7	-3.0	7.8	2.1	10.3	4.7	-16.5
c1cc(CNCCCN2CCOCC2)ccn1	-5.7	0.4	1.2	-3.3	7.4	-1.2	1.0	2.5	1.8	10.6
c1ccc(CN2CC[C@@H](Nc3nccn4ccnc34)C2)cc1	-3.1	-3.9	1.6	-6.6	8.7	-32.8	-1.7	-16.0	-7.8	-5.9
COc1ccccc1C1CC(=O)Nc2cc3c(cc21)OCCO3 (stereo not drawn)	2.7	2.7	2.5	1.7	-0.6	4.0	-3.4	-1.2	5.3	0.8
O=S(=O)(c1ccc2nnn(O)c2c1)N1CCCCC1	-5.6	1.0	1.6	-0.9	-9.9	8.7	-4.0	1.3	-4.6	0.5
O=C(NC1CCN(Cc2ccccc2)CC1)C12CC3CC(CC(C3)C1)C2	-1.1	7.9	4.1	7.4	-4.3	1.0	-9.6	-10.7	4.8	-5.6
O=C(C1CCCO1)N1CCN(C(=S)Nc2ccccc2C(F)(F)F)CC1 (stereo not drawn)	3.4	-1.6	-0.2	0.2	2.1	1.2	3.4	4.8	2.1	12.7
CC(C)(C)c1ccc(S(=O)(=O)N2CCCC(C(=O)NCc3ccco3)C2)cc1 (stereo not drawn)	0.7	-3.4	-2.0	-0.4	nt	-1.2	1.9	nt	-5.0	-5.1
CCn1c(SCC(=O)NCc2ccco2)nc2ccccc2c1=O	-10.7	-0.7	7.5	-4.7	11.2	-11.5	4.7	8.0	-1.7	-2.2
CCN(c1ccccc1)S(=O)(=O)c1cc([N+](=O)[O-])ccc1N	3.7	3.7	-0.5	2.1	1.9	5.6	-2.4	-0.4	6.0	-8.5
